TDP1 cell CPT: growth inhibition of DT40 Tdp1-/-;hTDP1 cells with camptothecin (screen for TDP1 inhibitors); actives 12% (n = 420,000); chicken DT40 Tdp1-/-;hTDP1 cells + 20 nM CPT, ATP luminescence, 48 h; Potency, µM (titrated, usually from 46.2 µM), without a hit: top-dose activity change, negative = growth inhibition, usual class: inhibitors; active means well fitted inhibition curve with a large enough effect; inconclusive means small, poorly fitted or top-dose-only effect; further: nearly all actives have a fitted effect of over 55% in size
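Cell growth measured by CellTiter-Glo luminescence after a minimum 48 h, 37 C compound exposure with 20 nM CPT in Tdp1-knockout DT40 cells stably expressing hTDP1, seeded 400/well; qHTS titration format.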
Numbers without * were called inactive; ? = inconclusive; [ ] = another dose, or the depositor's remark. On the % scale 0 is the no-effect control and ±100 the full control effect; potency means the concentration at half of the fitted maximal effect. The list is partial. The share of hits here may be higher or lower than overall.

smiles | TDP1 cell CPT
CC(C)C(=O)N1CCC1(C)C(=O)Nc1ccccc1OC(F)F (centres undefined) | ?
Cc1nnc(C(C)C)n1C1C[C@H]2CC[C@@H](C1)N2CC[C@H](NC(=O)C1CCC(F)(F)CC1)c1ccccc1 (some centres undefined) | -3.6%
CCC(=O)N1CCCC1(C)C(=O)Nc1cccc(Oc2ccccc2)c1 (centres undefined) | -5.6%
COc1ccc(NC(=O)C2(C)Cc3c(-c4cccc(C(N)=O)c4)ccnc3O2)cc1OC (centres undefined) | ?
C[C@@H]1CN([C@H](C)CO)C(=O)CCCn2cc(nn2)CO[C@H]1CN(C)S(=O)(=O)c1ccccc1 | 15.7%
CCCC(=O)N1CCCC1(C)C(=O)Nc1cc(OC)c(OC)c(OC)c1 (centres undefined) | 1.1%
CSc1cccc(NC(=O)C2CC(=O)N(c3ccc4c(c3)OCCO4)C2)c1 (centres undefined) | -26.4%
OC(c1ccc(Cl)c(F)c1)c1ncc(-c2ccccc2F)[nH]1 (centres undefined) | 16.4µM*
CCCCCCCCN1C(=O)[C@H](CC(=O)NCCC(C)C)C[C@@]2(C(=O)OC)CC(C)(C)CC=C12 | ?
COc1ccc(C(=O)c2[nH]c(N)c(C(=O)NCCc3c[nH]c4ccccc34)c2-c2ccc(Cl)cc2)cc1 | 18.4µM*
CS(=O)(=O)N1CCCCC1c1cc(C(=O)NCc2ccccc2)no1 (centres undefined) | 15.2%
CCOC(=O)C1(C)CCCN(C(=O)c2cccc(C#N)c2)C1 (centres undefined) | -7.4%
CN(C)c1ccc(CN2CCC(C(=O)NC(c3ccc(Cl)cc3)c3cnccn3)CC2)cc1 (centres undefined) | 20.6µM*
COCCNc1nc(-c2cc(F)ccc2C)c2sc(-c3ccccc3)cc2n1 | 25.9µM*
Cc1cccc(C)c1NC(=O)c1ccc2sc([C@H]3C[C@H](O)[C@@H](CO)O3)nc2c1 | ?
C[C@H]1CN([C@@H](C)CO)S(=O)(=O)c2ccc(C3=CCCC3)cc2O[C@@H]1CN(C)C(=O)C1CCCCC1 | -94.2%
COc1ccc(NC(=O)c2cc(C3CCCCN3S(C)(=O)=O)on2)c(C)c1 (centres undefined) | -11.2%
CN(C)CCN1CCN(C2CN(Cc3ccc([N+](=O)[O-])cc3)S(=O)(=O)C2)CC1 (centres undefined) | -19.0%
O=C1NC(c2ccc3ccccc3c2)Nc2ccccc21 (centres undefined) | 16.4µM*
NC(CCc1ccccc1)c1csc(Nc2ccccn2)n1 (centres undefined) | ?
CCCCOCCCNC(=O)C[C@@H]1C[C@@]2(C(=O)OCC)CCCC=C2N(Cc2cccc3ccccc23)C1=O | 18.4µM*
CCN1C(=O)[C@H]2[C@@H](c3ccc(C(F)(F)F)cc3)N[C@]3(CCCN(Cc4ccc(OC)cc4)C3=O)[C@H]2C1=O | 20.6µM*
CCOC(=O)C1=C(C)NC(C)=C(C(=O)OCC)C1c1ccccc1/C=C/C(=O)OC(C)(C)C | ?
CSCCC(C(=O)Nc1c(C)cccc1C)N(C)CCc1ccccc1 (centres undefined) | 18.4µM*
CCN(C)c1cc2c(c3c1ccn3C)C1CCC2C1 (centres undefined) | ?
CC1(C)CNC(=S)N1Cc1ccccc1 | -2.1%
CC(C)(C)C(c1nc2ccccc2[nH]1)n1c(-c2cc(Cl)cc(Cl)c2)nc2ccccc21 (centres undefined) | ?
Cc1cc(C)cc(C(O)c2ncc(-c3ccc(C(F)(F)F)cc3)[nH]2)c1 (centres undefined) | ?
C#CCN1CCc2onc(-c3ccc(Br)cc3)c2C1=O | 18.7%
Cc1ccc2c(c1)N(Cc1ccccc1)C(=O)C(C)O2 (centres undefined) | -23.3%

Already shown: an excerpt of the list.
smiles | TDP1 cell CPT
Cc1cc(C)cc(C(O)c2ncc(-c3ccc(C(F)(F)F)cc3)[nH]2)c1 (centres undefined) | ?
C#CCN1CCc2onc(-c3ccc(Br)cc3)c2C1=O | 18.7%

Following part.
smiles | TDP1 cell CPT
CCC1C(=O)NCCN1Cc1ccc2c(c1)CN(Cc1cccc(OC)c1)CCO2 (centres undefined) | 11.9%[9.04 µM]
CNc1nc(NCC2CCCCC2)c2sccc2n1 | 13µM*
COc1ccccc1S(=O)(=O)N(C)C[C@H]1OCc2cnnn2CCCC(=O)N([C@H](C)CO)C[C@H]1C | -19.5%
COc1ccc(NC(=O)c2cc(=O)[nH]c3ccccc23)cc1S(=O)(=O)N1CCOCC1 | -6.6%
CCc1nc2c(OCc3ccccc3C)cccn2c1N(C)C(=O)C1CC1 | ?
C#CCN(C[C@H]1[C@H](OC(=O)Nc2c(C)noc2C)[C@H](OC(=O)Nc2c(C)noc2C)C[C@H]2C(=O)N(c3ccccc3)C(=O)[C@@H]12)S(=O)(=O)c1ccc(C)cc1 | 2.2%
CCc1nc2c(OCCC3CCCCC3)cccn2c1N(C)C(=O)COc1ccccc1 | 16.4µM*
C[C@H]1CN([C@@H](C)CO)C(=O)c2cc(-c3cccc(F)c3)cnc2O[C@H]1CN(C)C(=O)c1cnccn1 | -10.6%
C=CCNC(=O)c1cc(-c2ccccc2)sc1N | ?
C[C@H]1CN(c2ccc(Br)cc2)C(=O)[C@@H]1CC(=O)Nc1ccc(Br)cc1 | ?
Cc1c(C(=O)N(C)C2CCOC2)sc2ncnc(NCC3(c4ccccc4)CCOCC3)c12 (centres undefined) | -20.5%
COC(=O)[C@]12CCCCC=C1N(CCC1=CCCCC1)C(=O)[C@H](CC(=O)NCC1CCCCC1)C2 | ?
CC(C)(C)c1ccc(C(=O)OCC(=O)Nc2cccc(S(=O)(=O)NC3=NCCC3)c2)cc1 | -15.2%
Cc1ccc2ccc(C(Nc3ccccc3)c3ccc(Cl)cc3)c(O)c2n1 (centres undefined) | 4.11µM*
Cc1ccc(Sc2ccc(NC(=O)c3ccc(F)cc3)cc2C#N)cc1 | ?
O=C(O)C1C2CCC1C(O)C2 (centres undefined) | 1.7%
Cc1cc2oc(=O)cc(CN3CCN(c4ccc(Cl)c(Cl)c4)CC3)c2cc1Cl | -11.8%
O=C(NCC(F)(F)F)c1ccc2sc([C@@H]3O[C@H](CO)[C@H](O)[C@H](O)[C@H]3O)nc2c1 | -1.4%
CCN(CC)S(=O)(=O)c1ccc(C(=O)NCC(=O)NCc2ccc3c(c2)OCO3)cc1 | -1.4%
Cc1cn([C@H]2C[C@H](O)[C@@H](CNCc3cccc(OC4CCCC4)c3)O2)c(=O)[nH]c1=O | -2.6%
C[C@H]1CNC(=O)c2c(C(=O)N[C@@H](Cc3c[nH]c4ccccc34)C(=O)OC(C)(C)C)ncn21 | 4.0%
c1cn2cc(-c3ccc(CN4CCOCC4)cc3)ccc2n1 | -19.5%
COc1ccc(-c2cc(NC(C)=O)c3ncc(-c4ccc(OC)c(OC)c4)n3c2)c(OC)c1 | 23.1µM*
Cn1c(NCCN2CCCC2)nc2cc(-c3cccc(C(F)(F)F)c3)sc2c1=O | ?
CN1CCN(CCNC(=O)c2ccc(CS(=O)c3ccc(Br)cc3)o2)CC1 (centres undefined) | -1.2%
Cc1ccc(Cn2cc(CN3CC(N4CCSCC4)CS3(=O)=O)nn2)cc1 (centres undefined) | -3.9%
COc1ccc(-c2coc3c(C(=O)NC(C)C)cccc23)c(C)c1 | ?
CCOC(=O)N(C)c1c(CC)nc2c(OCc3ccccc3C(=O)OC)cccn12 | ?
NC(Cc1ccc(C(F)(F)F)cc1)c1csc(NC(=O)NCCc2ccccc2)n1 (centres undefined) | 11.6µM*
COc1ccc(CCN2C(=O)CCC3=C2CCCC3=O)cc1OC | -18.1%
CC(C)(C)C(C(=O)NC1CCCC1)N1CCN(c2ncccc2C#N)CC1 (centres undefined) | 16.4µM*
CCCCN1C(=O)C(CC(=O)NCc2ccco2)CC(C(=O)N2CCOCC2)=C1C (centres undefined) | 1.6%
Cc1cc(C)n2nc(-c3ccc(F)cc3)cc2n1 | -20.8%
CC(=O)Nc1ccc(-c2ccnc3c2CC(C)(C(=O)NCc2ccco2)O3)cc1 (centres undefined) | 1.46µM*
Cn1c(=O)c2cc(NC(=S)NC3CC3)ccc2n1Cc1ccc(F)cc1 | ?
CCCS(=O)(=O)NC(=O)C1(C)CCN(C(=O)c2ccc3c(c2)OCO3)C1 (centres undefined) | -15.7%
COCCCn1cc(CN2CC(N3CCSCC3)CS2(=O)=O)nn1 (centres undefined) | -1.2%
Cn1cc(-c2coc3c(C(=O)Nc4ccccc4)cccc23)cn1 | ?
CC1(C(=O)Nc2ccc(Cl)c(C(F)(F)F)c2)Cc2c(-c3cccc(C(N)=O)c3)ccnc2O1 (centres undefined) | 10.3µM*
CC(=O)Nc1cccc(-c2ccnc3c2CC(C)(C(=O)NCCN(C)C)O3)c1 (centres undefined) | 0.7%
CSc1ccc(/C=C/C(=O)OCC(=O)NC2CCCC2)cc1 | -29.9%
CCCCNC(=O)C[C@@H]1C[C@@]2(C(=O)OCC)CCC=C2N(CCC2=CCCCC2)C1=O | 18.4µM*
Nc1[nH]c(C(=O)c2ccccc2)c(-c2cccc3ccccc23)c1C(=O)NCc1ccccc1 | ?
COc1ccc(-c2ccc3c(c2)c(Sc2ccccc2)c(-c2ccccc2)n3C)cc1 | ?
CC1=C(C(=O)N2CCCCCC2)CC(CC(=O)NC(c2ccccc2)c2ccccc2)C(=O)N1Cc1ccccc1 (centres undefined) | ?
COc1cccc(CNC(=O)c2c(OC)cc(=O)n3c2CCN(C(=O)c2cc(C)ccc2C)CC3)c1 | 14.4%
COCCNC(=S)N(C)[C@H]1C[C@H]2c3cc(N4CCN(C)CC4)ccc3CCN2C(=O)[C@H]1[C@H](C)O | -0.2%
O=C(CN1Cc2ccccc2OC(c2ccccc2)C1)NCc1cccnc1 (centres undefined) | -0.8%[9.04 µM]
Cc1c(C(=O)NCc2ccc(C#N)cc2)sc(=O)n1Cc1ccc(C(=O)N(C)C)cc1 | ?
COC(=O)[C@]12CCCCC=C1N(CCC1=CCCCC1)C(=O)[C@H](CC(=O)N1CCOCC1)C2 | ?
Nc1cc(N)cc(Cc2ccccc2)c1 | -13.3%
CC(O)[C@@H]1NC(=O)[C@H](CCCCN)NC(=O)[C@@H](Cc2c[nH]c3ccccc23)NC(=O)[C@H](Cc2ccccc2)NC(=O)[C@@H](NC(=O)[C@H](N)Cc2ccccc2)CSSC[C@@H](C(=O)N[C@H](CO)[C@@H](C)O)NC1=O (some centres undefined) | -13.3%
COc1ccc(-c2csc(C(NC(C)=O)c3cccc(OC)c3)n2)cc1 (centres undefined) | ?
CCN1CCN(S(=O)(=O)c2ccc(Cl)c(C(=O)N(C)C3CCCCC3)c2)CC1 | ?
CC(=O)Oc1ccc(C2(c3ccc(OC(C)=O)cc3)Oc3ccccc3NC2=O)cc1 | ?
c1ccc(-c2ccc3ncccc3n2)cc1 | -24.7%
Cc1ccsc1C(=O)N1CCC1(C)C(=O)Nc1cccc(C#N)c1 (centres undefined) | ?
Cc1cc(Br)cn2c(Cc3ccsc3)c(-c3ccc(F)cc3)nc12 | -23.7%
CCNC(=O)N(C)c1c(CC)nc2ccc(C(=O)N3CCN(C(C)=O)CC3)cn12 | -3.8%
CCCCCCn1cc(CN2CC(N(C)CCC)CS2(=O)=O)nn1 (centres undefined) | 0.2%

The listing continues.
smiles | TDP1 cell CPT
CCCNC(=O)C1(C)CCN1C(=O)Cc1ccc(C(C)(C)C)cc1 (centres undefined) | ?
COc1cc(CN2C[C@@H](CO)O[C@@H](n3cnc4c(N(C)C)ncnc43)C2)cc(OC)c1OC | -17.0%
COc1cc(C(=O)NC(=S)NCc2ccncc2)cc(OC)c1OC | ?
O=C(c1cccs1)N1C[C@H](O)[C@@H](n2cc(-c3ccc(F)cc3)nn2)C[C@@H]1c1ccccc1 | -21.7%
Cc1cccc(C(=O)NCC2Cc3cc(F)cc(-c4cnccn4)c3O2)n1 (centres undefined) | 3.4%[9.04 µM]
C[C@H](CO)N1C[C@H](C)[C@H](CN(C)C(=O)Nc2cccc(C(F)(F)F)c2)OCc2cnnn2CCCC1=O | -11.9%
COC(=O)C1=CN(c2ccc(OC)cc2)C(N)=C(C#N)C1c1ccccc1F (centres undefined) | 10.3µM*
CC(=O)OC[C@@H]1CN(Cc2ccccc2)C[C@H](n2cnc3c(Nc4ccccc4)ncnc32)O1 | ?
Cc1nc2ccc(C(=O)NCC3CCC4(CCN(Cc5cccnc5)CC4)O3)cc2nc1C (centres undefined) | -6.3%[9.04 µM]
COc1ccccc1Cc1c(-c2cccc(Br)c2)nc2ccc(Cl)cn12 | ?
c1ccc(Cn2nnc3c(NCC4CC4)ncnc32)cc1 | ?
COc1cccc(C(O)c2nc(-c3cccc(C(C)C)c3)cs2)c1 (centres undefined) | ?
Cc1nc2c(OCc3ccc(Cl)cc3Cl)cccn2c1N(C)Cc1cccs1 | ?
CCc1ccc2c(c1)N(CC(C)CN(C)C)c1ccccc1S2 (centres undefined) | ?
O=C(Nc1ccc2c(c1)OCO2)C1Cc2c(-c3ccncc3)ccnc2O1 (centres undefined) | -15.7%

4 structures out of the list, ordered by length of the SMILES, high to low:
smiles | TDP1 cell CPT
O=C(c1cccs1)N1C[C@H](O)[C@@H](n2cc(-c3ccc(F)cc3)nn2)C[C@@H]1c1ccccc1 | -21.7%
CC(=O)OC[C@@H]1CN(Cc2ccccc2)C[C@H](n2cnc3c(Nc4ccccc4)ncnc32)O1 | ?
Cc1nc2c(OCc3ccc(Cl)cc3Cl)cccn2c1N(C)Cc1cccs1 | ?
CCCNC(=O)C1(C)CCN1C(=O)Cc1ccc(C(C)(C)C)cc1 (centres undefined) | ?

Screening results deposited in PubChem BioAssay by National Center for Advancing Translational Sciences (NCATS).
